High-throughput results from PubChem BioAssay.
Pf Dd2 growth = blocks growth of Plasmodium falciparum Dd2 parasites. P. falciparum Dd2 growth, SYBR Green, 72 h; stronger effect = lower value. hit rate 2.3% among 94,000. activity change, % at 10 µM; in the data active means activity change below about -80%; inconclusive means no clear call, values can overlap the other calls
C diff HTS = C. difficile growth inhibition; AID 1259249; hit rate 0.25% among 86,000; Clostridium difficile clinical isolate growth, OD600, 24 h; stronger effect = lower value; growth activity, negative = inhibition, % at 16 µg/mL (by protocol);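 active means mean growth activity at or below -80% and every replicate also at or below -80%; inconclusive means mean at or below -80% but some replicate above -80%; inactive means mean growth activity above -80%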;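 further: 0% = DMSO wells and -100% = levofloxacin 16 µg/mL wells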
GASC1 inh = blocks human GASC-1 (KDM4C) demethylase activity; Q9H3R0; GST-KDM4C 2-372, H3K9me3 peptide, LANCE TR-FRET; inhibition, % at 12.5 µM; hit rate 0.15% among 96,000;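 active means mean replicate inhibition above about 25%, with at least 55% of replicates also reaching it, limit read from the data, passing the limit was not always enough; inconclusive means only one of those two conditions met; inactive means neither condition met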
Target sequence (Q9H3R0 2-372 limits assumed): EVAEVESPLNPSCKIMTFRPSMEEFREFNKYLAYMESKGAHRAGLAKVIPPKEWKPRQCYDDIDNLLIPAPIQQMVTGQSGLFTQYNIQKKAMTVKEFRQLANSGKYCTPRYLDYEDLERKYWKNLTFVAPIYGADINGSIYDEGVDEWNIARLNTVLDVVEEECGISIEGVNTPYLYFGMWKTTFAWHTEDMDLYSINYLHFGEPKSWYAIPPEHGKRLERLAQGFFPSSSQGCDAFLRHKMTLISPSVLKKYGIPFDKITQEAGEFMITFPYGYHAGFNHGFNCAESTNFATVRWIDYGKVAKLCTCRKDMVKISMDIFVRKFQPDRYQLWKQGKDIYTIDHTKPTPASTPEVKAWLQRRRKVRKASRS
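Test system: N-terminal GST-fused human GASC-1 (KDM4C) fragment, residues 2-372; quantity: GASC-1 enzyme at 10 nM final in reaction; dosing: single dose; schedule: 30 min demethylation and 1 h detection at room temperature; signal: LANCE TR-FRET, excitation 340 nm, emissions 618 and 671 nm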
Tcruzi prolif = inhibitors of T. cruzi proliferation | inhibition, % at 8.34 µM | T. cruzi beta-gal in NIH3T3, GalScreen luminescence, 90 h | hit rate 5.9% among 77,000;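 active means mean inhibition above about 93%, with at least 55% of replicates each passing it, limit read from the data, passing the limit was not always enough; inconclusive means only one of those two conditions holds; inactive means neither condition holds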
Numbers without * were called inactive; ? = inconclusive; . = no result given; & = joins results of further samples; ! = not confirmed by another sample.

SMILES	Pf Dd2 growth	C diff HTS	GASC1 inh	Tcruzi prolif
CNC[C@@H]1OCCCC[C@@H](C)Oc2ccc(NC(=O)Nc3ccc(C(F)(F)F)cc3)cc2C(=O)N([C@@H](C)CO)C[C@H]1C	-9.6	13.4	-0.1	?
CNC[C@@H]1Oc2ccc(NC(=O)Nc3ccccc3)cc2CC(=O)N([C@H](C)CO)C[C@@H]1C	0.0	-0.6	-1.4	81.8
COc1ccc(S(=O)(=O)Nc2ccc3c(c2)CC(=O)N([C@@H](C)CO)C[C@@H](C)[C@@H](CN(C)Cc2ccc(C(=O)O)cc2)O3)cc1	20.4	-7.7	-0.6	5.1
Cc1ccc(-c2cnc3c(c2)C(=O)N([C@@H](C)CO)C[C@@H](C)[C@H](CN(C)C(=O)c2cccnc2)O3)cc1	-2.3	-6.3	-1.1	2.6
O=C(Cc1ccccc1)N1C[C@@H]2[C@H](c3ccccc31)[C@@H](CO)N2C(=O)C1CCOCC1	5.3	-2.7	2.9	15.2
C/C=C/c1ccc([C@H]2[C@@H](CO)N(C(=O)COC)[C@@H]2CNC(=O)C2CCC2)cc1	2.3	3.9	-1.6	.
C[C@@H]1CN([C@H](C)CO)C(=O)c2cc(Br)cnc2O[C@H]1CN(C)C(=O)c1ccccn1	-15.8	2.7	0.0	.
COc1ccc2c3c(n(C)c2c1)[C@H](CO)NCC31CCN(C(=O)c2ccc(F)cc2)CC1	-33.1	5.9	0.8	.
C[C@H]1CN([C@@H](C)CO)C(=O)Cc2cc(NS(=O)(=O)c3ccc(F)cc3)ccc2O[C@H]1CN(C)Cc1ccc(C(=O)Nc2ccccc2N)cc1	-73.8	53.5	-0.3	85.7
Cc1noc(C)c1NC(=O)Nc1ccc2c(c1)CC(=O)N([C@H](C)CO)C[C@@H](C)[C@@H](CN(C)CC1CCCCC1)O2	-3.9	-3.7	-0.2	-28.1
CO[C@@H]1CN(C)C(=O)c2cc(NS(=O)(=O)c3cn(C)cn3)ccc2OC[C@@H](C)N(CCC(F)(F)F)C[C@@H]1C	-10.3	2.3	3.2	-32.9
COc1ccc(S(=O)(=O)N2C[C@@H](O)COC[C@H]3O[C@@H](CC(=O)N[C@H]4CCN(Cc5ccccc5)C4)CC[C@@H]32)cc1	.	-2.4&-7.9	1.8	89.8
C[C@@H]1CN([C@H](C)CO)C(=O)c2cccc(NS(C)(=O)=O)c2O[C@@H]1CN(C)S(=O)(=O)c1cn(C)cn1	16.2	-6.6	0.3	54.2
CC(C)NC(=O)Nc1ccc2c(c1)CC(=O)N([C@H](C)CO)C[C@@H](C)[C@H](CN(C)Cc1ccc(C(F)(F)F)cc1)O2	1.8	-4.6	0.1	.
C[C@H](NC(=O)C[C@H]1CC[C@H](NC(=O)CN2CCOCC2)[C@@H](CO)O1)c1ccccc1	18.6	.	-1.1	-4.8
CC(C)COC(=O)N(C)C[C@@H]1OCc2cnnn2CCCC(=O)N([C@@H](C)CO)C[C@H]1C	-8.5&13.2	-1.3	1.7	21.1&22.8
CO[C@H](CN(C)Cc1cc(F)ccc1F)[C@@H](C)CN([C@@H](C)CO)S(=O)(=O)c1ccc(F)cc1	-29.3	.	-0.6	30.3
C[C@@H]1CN([C@@H](C)CO)C(=O)c2cc(NC(=O)CCC(F)(F)F)ccc2O[C@@H](C)CCCCO[C@@H]1CN(C)C(=O)Nc1ccccc1	.	4.2	-0.4	.
CC(C)NC(=O)N(C)C[C@@H]1Oc2ncc(C#CC3(O)CCCC3)cc2C(=O)N([C@H](C)CO)C[C@H]1C	22.9	-2.5	0.0	-52.4
CCCNC(=O)N1C[C@H](O)COC[C@H]2O[C@@H](CC(=O)N3CCC(Cc4ccccc4)CC3)CC[C@@H]21	32.5	0.4&-10.4	-0.2	0.7
C[C@H]1CN([C@@H](C)CO)C(=O)c2c(c3ccccc3n2C)-c2ccccc2CO[C@H]1CN(C)Cc1cccnc1	13.5	-3.5	3.5	?
CC=Cc1ccc2n(c1=O)C[C@H]1[C@H](CO)[C@@H](C(=O)NC3Cc4ccccc4C3)[C@@H]2N1C(C)=O (mixture of isomers)	.	1.2	2.3	-22.6
Cc1noc(C)c1S(=O)(=O)Nc1ccc2c(c1)C(=O)N([C@H](C)CO)C[C@@H](C)[C@H](CN(C)C(=O)NC(C)C)O2	21.7	-1.5	-0.1	8.0
COCC(=O)N1CC2(CCN(Cc3ccccc3)CC2)c2c([nH]c3cc(OC)ccc23)[C@H]1CO	-29.2	-4.2	-0.2	.
CCC(=O)N1C[C@@H](C)[C@@H](OC)CN(C)C(=O)c2ccc(NC(=O)c3ccc(F)cc3)cc2OC[C@H]1C	-27.9	-4.5	-0.2	18.8

(further entries)
SMILES	Pf Dd2 growth	C diff HTS	GASC1 inh	Tcruzi prolif
O=C(C[C@H]1CC[C@@H]2[C@H](COC[C@H](O)CN2C(=O)c2ccccc2)O1)N1CCc2ccccc2C1	4.8	-0.2	1.5	26.5
COc1ccc(NC(=O)Nc2ccc3c(c2)CC(=O)N([C@@H](C)CO)C[C@@H](C)[C@@H](CN(C)C(=O)Nc2ccc(F)cc2)O3)cc1	-3.9	-1.8	4.3	50.8
COc1ccc(S(=O)(=O)Nc2ccc3c(c2)C(=O)N([C@@H](C)CO)C[C@@H](C)[C@H](CN(C)S(=O)(=O)c2ccc(OC)cc2)OCCCC[C@H](C)O3)cc1	-42.7	-5.3	0.0	78.2
O=C(NC[C@@H]1N[C@@H](CO)[C@@H]1c1ccc(-c2ccccc2F)cc1)c1ccccn1	-17.1	-1.1	-3.4	102.2*
C[C@@H]1CCCCO[C@H](CN(C)C(=O)c2ccncc2)[C@@H](C)CN([C@H](C)CO)C(=O)c2cc(NC(=O)CCCN(C)C)ccc2O1	65.9	-17.4	-0.4	14.0
C[C@H]1CN([C@@H](C)CO)C(=O)Cc2cc(NC(=O)Nc3ccc(F)cc3)ccc2O[C@@H]1CN(C)S(=O)(=O)c1ccc(F)cc1	-22.6	-3.7	-2.9	-3.2
COc1cccc(C#Cc2ccc([C@@H]3[C@H](CO)N4C(=O)CN(C(C)=O)C[C@@H]34)cc2)c1	24.4	-8.5	-0.5	.
C[C@H](NC(=O)[C@@H]1[C@@H](CO)[C@@H]2Cn3c(cccc3=O)[C@@H]2N1C(=O)C1CC1)c1ccccc1	19.0	4.3	-1.2	-13.3
O=C(C[C@H]1C[C@H]2c3cc(NC(=O)C4CCC4)ccc3O[C@H]2[C@H](CO)O1)NCc1ccccc1	-13.2	.	1.7	2.6
CCCNC(=O)N1CC2(CCN(CC3CCCC3)CC2)c2c([nH]c3cc(OC)ccc23)[C@@H]1CO	-67.2	-7.3	0.1	.
COc1cccc(NC(=O)N(C)C[C@H]2Oc3ncc(C#Cc4ccc(F)cc4)cc3C(=O)N([C@H](C)CO)C[C@H]2C)c1	-1.9	15.1	-2.0	41.5
C[C@H](NC(=O)C[C@H]1C=C[C@@H](NC(=O)CN2CCOCC2)[C@@H](CO)O1)c1ccccc1	24.7	.	-2.4	5.9
O=C(Nc1cccc(Cl)c1)N1C[C@@H]2[C@H](c3ccccc31)[C@@H](CO)N2C(=O)C1CCCC1	5.2	5.5	0.9	7.7
C[C@H]1CN([C@@H](C)CO)S(=O)(=O)c2ccc(-c3cccc(C(=O)N(C)C)c3)cc2O[C@@H]1CN(C)Cc1ccc2c(c1)OCO2	-74.2	0.5	5.6	.
C[C@H](CO)N1C[C@H](C)[C@H](CN(C)S(C)(=O)=O)OCCCC[C@H](C)Oc2ccc(NC(=O)Nc3ccc(C(F)(F)F)cc3)cc2C1=O	-20.4	0.4	12.9	80.3
COc1ccc(NC(=O)N(C)C[C@@H]2OCCCC[C@@H](C)Oc3ccc(NS(=O)(=O)c4ccc(F)cc4)cc3C(=O)N([C@H](C)CO)C[C@@H]2C)cc1	-2.7	-2.7	-1.2	-9.8
C[C@@H]1CN([C@@H](C)CO)C(=O)c2cc(NC(=O)Nc3ccc(F)cc3)ccc2O[C@@H](C)CCCCO[C@H]1CN(C)S(=O)(=O)c1ccccc1	-73.0	6.0	-0.5	105.9*
C[C@@H]1CN([C@H](C)CO)C(=O)c2cc(C#Cc3ccccc3F)cnc2O[C@H]1CN(C)C	-16.6	4.7	-0.6	84.6
C[C@@H]1CN([C@@H](C)CO)S(=O)(=O)c2ccc(C#CCN(C)C)cc2O[C@H]1CN(C)C(=O)CC1CC1	-26.1	-1.6	0.4	?
COc1ccc2c3c(n(C)c2c1)[C@@H](CO)N(Cc1nccs1)CC31CCN(C)CC1	-1.9	-0.5	-0.7	.
CN1C(=O)c2cc(NC(=O)c3ccc(F)c(F)c3)ccc2OC[C@H]2O[C@@H](CC(=O)O)CC[C@@H]21	6.9	4.2	0.8	-1.9
C[C@H](CO)N1C[C@H](C)[C@H](CN(C)C(=O)c2ccccn2)Oc2cc(C#Cc3ccc(F)cc3)ccc2S1(=O)=O	-26.7&-58.2	-1.2&-0.5	0.6	118.9*!
C[C@H](CO)N1C[C@H](C)[C@H](CN(C)C(=O)Nc2ccc(F)cc2)OCc2ccccc2-c2c(n(C)c3ccccc23)C1=O	-39.2	-4.8	.	.
CO[C@H](C(=O)N(C)C[C@@H]1OCc2ccccc2-c2c(n(C)c3ccccc23)C(=O)N([C@@H](C)CO)C[C@H]1C)c1ccccc1	9.2	1.9	0.7	-13.2
C[C@H](CO)N1C[C@H](C)[C@H](CN(C)Cc2ccc3c(c2)OCO3)Oc2ccc(NC(=O)Cc3cn(C)c4ccccc34)cc2CC1=O	-16.5	-0.5	-0.7	87.6

Shown field by field: part of the list above.
C[C@H](CO)N1C[C@H](C)[C@H](CN(C)S(C)(=O)=O)OCCCC[C@H](C)Oc2ccc(NC(=O)Nc3ccc(C(F)(F)F)cc3)cc2C1=O
  Pf Dd2 growth = -20.4	C diff HTS = 0.4	GASC1 inh = 12.9	Tcruzi prolif = 80.3
O=C(C[C@H]1C[C@H]2c3cc(NC(=O)C4CCC4)ccc3O[C@H]2[C@H](CO)O1)NCc1ccccc1
  Pf Dd2 growth = -13.2	C diff HTS = .	GASC1 inh = 1.7	Tcruzi prolif = 2.6
C[C@H](CO)N1C[C@H](C)[C@H](CN(C)C(=O)c2ccccn2)Oc2cc(C#Cc3ccc(F)cc3)ccc2S1(=O)=O
  Pf Dd2 growth = -26.7&-58.2	C diff HTS = -1.2&-0.5	GASC1 inh = 0.6	Tcruzi prolif = 118.9*!

(next part)
SMILES	Pf Dd2 growth	C diff HTS	GASC1 inh	Tcruzi prolif
COc1cccc(-c2cnc3c(c2)C(=O)N([C@H](C)CO)C[C@H](C)[C@H](CN(C)Cc2cccnc2)O3)c1	20.1	2.7	0.2	-20.7
C[C@@H]1CN([C@H](C)CO)C(=O)c2cc(NC(=O)Nc3ccc(C(F)(F)F)cc3)ccc2O[C@@H]1CN(C)S(=O)(=O)c1cccs1	11.9	-2.3	-2.1	?
O=C(C[C@H]1C[C@@H]2c3cc(NC(=O)Nc4ccc(C(F)(F)F)cc4)ccc3O[C@@H]2[C@@H](CO)O1)NCc1ccc2c(c1)OCO2	-62.9	6.3	-1.3	94.3
COC(=O)C[C@@H]1C[C@H]2c3cc(NC(=O)CC4CC4)ccc3O[C@H]2[C@H](CO)O1	6.1	-0.6	-1.8	20.5
C[C@H](CO)N1C[C@H](C)[C@@H](CN(C)C(=O)Nc2ccc(F)cc2)Oc2ccc(NC(=O)Cc3ccccc3)cc2C1=O	-8.8	1.3&-0.2	1.5	.
C[C@H]1CN([C@@H](C)CO)C(=O)c2cc(-c3ccccc3)cnc2O[C@H]1CN(C)C(=O)c1ccccn1	15.4	-3.3	0.3	19.2
CCC(=O)Nc1ccc2c(c1)C(=O)N(C)[C@H]1CC[C@@H](CC(=O)NCC3CC3)O[C@H]1CO2	4.2	-1.8	1.2	10.8
CO[C@@H]1CN(C)C(=O)c2cc(NC(=O)C3CCCCC3)ccc2OC[C@@H](C)N(C(=O)c2ccccc2)C[C@H]1C	2.5	4.3	.	9.6
C[C@@H]1CN([C@H](C)CO)C(=O)c2cc(-c3ccccc3F)cnc2O[C@H]1CN(C)Cc1ccccc1F	-29.0	-0.6	.	22.0
C[C@H](CO)N1C[C@H](C)[C@H](CN(C)Cc2ccc(C(=O)O)cc2)Oc2c(NC(=O)NC3CCCCC3)cccc2C1=O	0.5	6.7	0.7	63.3
COc1ccc(NC(=O)N(C)C[C@H]2OCCCC[C@@H](C)Oc3ccc(NC(=O)Nc4ccc(F)cc4)cc3C(=O)N([C@H](C)CO)C[C@H]2C)cc1	?	1.7	-1.4	100.1*
COC(=O)C[C@@H]1CC[C@H]2[C@@H](COc3ccc(NC(=O)c4ccccc4OC)cc3C(=O)N2C)O1	-7.2	4.1	3.4	65.2
COc1ccc2c3c(n(C)c2c1)[C@H](CO)N(CC1CCCC1)CC31CN(C(C)=O)C1	-20.9	2.2	-0.6	.
COc1ccc(NC(=O)N(C)C[C@H]2Oc3c(NS(=O)(=O)c4ccc(F)cc4)cccc3C(=O)N([C@@H](C)CO)C[C@H]2C)cc1	-74.3	6.4	-1.5	61.0
CCCC(=O)Nc1ccc2c(c1)C(=O)N(C)C[C@H](OC)[C@H](C)CN(CC1CCOCC1)[C@@H](C)CO2	.	.	-0.3	2.2
COc1ccc(-c2ccccc2[C@H]2[C@@H](CO)N(C(=O)NC3CCCCC3)[C@H]2C#N)cc1	-9.8	8.8	-1.3	.
